Source: PubChem
NPR2 activator: human GC-B receptor activators, primary screen, HEK293 GC-B cells, cGMP TR-FRET, EC30 CNP; Atrial natriuretic peptide receptor 2 (Homo sapiens), P20594; 0% at EC30 CNP, 100% saturating CNP; activation, % at 10 µM; 370,000 compounds, 0.11% hits; AID 1920062, 2024;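 active = activation at 10 µM reaching about 35% in either raw or pattern-adjusted values, limit read from the data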
HTRA1 inh: HTRA1 serine protease inhibitors, primary screen, biochemical, fluorescence polarization, HTS | recombinant HTRA1, FP-rhodamine activity-based probe | 340,000 compounds, 0.5% hits | AID 504803, 2011 | inhibition, % at 5.96 µM | Q92743; in the data active = inhibition above about 36%;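 also: 0% = enzyme with DMSO and 100% = wells lacking enzyme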
Target sequence (Q92743 whole entry, looked up): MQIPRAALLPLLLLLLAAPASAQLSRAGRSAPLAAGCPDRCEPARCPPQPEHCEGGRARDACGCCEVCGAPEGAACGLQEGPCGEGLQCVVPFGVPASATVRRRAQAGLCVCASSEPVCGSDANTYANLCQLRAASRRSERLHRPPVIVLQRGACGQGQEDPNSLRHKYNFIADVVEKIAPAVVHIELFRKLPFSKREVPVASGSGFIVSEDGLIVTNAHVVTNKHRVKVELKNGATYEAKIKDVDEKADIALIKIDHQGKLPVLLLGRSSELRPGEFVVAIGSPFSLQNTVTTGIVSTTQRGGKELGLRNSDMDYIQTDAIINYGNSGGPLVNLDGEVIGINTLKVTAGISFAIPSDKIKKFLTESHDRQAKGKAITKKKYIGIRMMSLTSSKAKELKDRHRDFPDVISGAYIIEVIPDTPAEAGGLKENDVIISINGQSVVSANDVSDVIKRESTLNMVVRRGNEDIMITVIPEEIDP
Active calls of the source: *; x = no result given.

item | NPR2 activator | HTRA1 inh | structure
1 | x | 0.3 | Cc1ccc(-c2nc(C3CCCN(S(=O)(=O)c4ccc(C(F)(F)F)cc4)C3)no2)cc1 (stereo unspecified)
2 | x | -1.2 | CCN(CC)CCNc1nc(-c2ccccc2)nnc1C(F)(F)F
3 | x | 9.7 | CC[C@@H](C)[C@@H]1CN([C@@H](C)CN2CCC[C@H]2CN2C(N)=NC[C@@H]2Cc2ccccc2)C(=N)N1CCc1ccc(Cl)c(Cl)c1
4 | x | -140.8 | CCN1/C(=C/C=C/c2sc3ccccc3[n+]2CC)Sc2ccccc21
5 | x | 3.6 | O=C(Nc1ccncc1)c1c(F)cccc1F
6 | x | -2.5 | COC(=O)C1=C(C)N(Cc2ccccc2)C(=NCCc2cccnc2)N[C@H]1c1ccccc1
7 | x | -0.8 | CCN1C(=O)/C(=C/N2CCc3ccccc32)SC1=S
8 | x | 4.3 | CCCCC(=O)NC(=S)NNS(=O)(=O)c1ccccc1
9 | x | -9.6 | CCCN1C(=O)/C(=C/c2c(N3CCNC(=O)C3CC(=O)OCC)nc3c(C)cccn3c2=O)SC1=S (stereo unspecified)
10 | x | -11.4 | COc1ccc(OC)c(NC(=O)CSc2ncnc3c2cnn3-c2ccccc2Cl)c1
11 | x | -0.1 | Cc1ccc(S(=O)(=O)NCC(=O)N2CCN(c3ccccc3F)CC2)cc1
12 | x | -0.4 | COC(C/C=C/C(=O)[C@H](C)OCc1ccccc1)OC
13 | x | 0.5 | CCCSc1nc(N)c2c3c(sc2n1)CN(C)CC3
14 | x | 2.9 | Cc1ccc(C)c(OCCn2ccnc2)c1
15 | x | -2.2 | Cc1ccc(F)cc1NS(=O)(=O)c1ccc(Cl)s1
16 | x | -6.0 | O=c1[nH]cnc2c1C(c1ccc(Cl)cc1)c1c(nc[nH]c1=O)O2
17 | x | -3.0 | CCOc1ccccc1NC(=O)C1CCCN(S(=O)(=O)c2c(C)[nH]c(=O)[nH]c2=O)C1 (stereo unspecified)
18 | x | 1.5 | CCCCn1nc(C(=O)NNC(=O)c2ccncc2)c2ccccc2c1=O
19 | x | 6.6 | CCn1cc(/C=C(\NC(=O)c2ccccc2F)C(=O)N2CCCC2)c2ccccc21
20 | x | -3.4 | C=CCN(c1ccccc1)S(=O)(=O)c1cccc(C(=O)Nc2ncccc2O)c1
21 | x | -8.6 | CCN1CCc2c(sc(NC(=O)c3ccc(S(=O)(=O)N(C)c4ccccc4)cc3)c2C(=O)NC)C1
22 | x | 33.1 | O=C1CN(C(=O)COC(=O)c2ccc([N+](=O)[O-])s2)c2ccccc2N1
23 | x | 3.6 | COc1ccc(CNC(=O)CCNS(=O)(=O)c2cc(Br)cnc2N)cc1
24 | x | 8.5 | COC(=O)C[C@@H]1C[C@H]2c3cc(N(C)C)ccc3O[C@H]2[C@H](CO)O1
25 | x | -11.4 | COc1ccc(Nc2nc(Cl)c(C=O)s2)cc1
26 | x | 19.7 | COC(=O)CCCC1=CC2=CC(=O)C(C)(OC(=O)C3CCCC3)C(=O)C2=CO1 (stereo unspecified)
27 | x | -0.3 | Cn1c(=O)c2c(SCC(=O)N3CCCc4ccccc43)nc(CC(C)(C)C)nc2n(C)c1=O
28 | x | 3.0 | COc1cccc2[nH]c3ccccc3c(=O)c12
29 | x | 8.0 | O=c1c(Cl)c2oc3ccccc3nc-2c2ccccc12
30 | x | 17.1 | C/C(=N\Nc1ncc(Cl)cc1Cl)c1ccccn1
31 | x | 1.6 | CCCCN(CC)C(=O)C1CCC(=O)N(c2ccc(OC)cc2)C1c1ccc(OC)c(OC)c1 (stereo unspecified)
32 | x | -12.2 | O=C(CCN1CCN(c2ccccc2F)CC1)c1ccc(Br)cc1
33 | x | -18.4 | O=C1OC[C@H](Cc2ccc3c(c2)OCO3)/C1=C\c1ccc2c(c1)OCO2
34 | x | -7.1 | CCNc1nc(NCC)n2c(SCC(=O)Nc3ccc(CC)cc3)nnc2n1
35 | x | -2.3 | COc1ccccc1NS(=O)(=O)c1ccc(C(=O)Nc2ncccc2O)cc1
36 | x | 0.4 | C#CCOCCOCCOCCNc1nc(N2CCN(C(=O)C([C@@H](C)CC)n3cc(C(N)Cc4ccc(O)cc4)nn3)CC2)nc(N2CCN(C(=O)[C@H](CCC(=O)O)n3cc(C(N)Cc4ccc(O)cc4)nn3)CC2)n1 (stereo partly specified)

In another format: results already given
| nr | compound | NPR2 activator | HTRA1 inh |
| --- | --- | --- | --- |
| 32 | O=C(CCN1CCN(c2ccccc2F)CC1)c1ccc(Br)cc1 | x | -12.2 |
| 2 | CCN(CC)CCNc1nc(-c2ccccc2)nnc1C(F)(F)F | x | -1.2 |
| 30 | C/C(=N\Nc1ncc(Cl)cc1Cl)c1ccccn1 | x | 17.1 |
| 17 | CCOc1ccccc1NC(=O)C1CCCN(S(=O)(=O)c2c(C)[nH]c(=O)[nH]c2=O)C1 (stereo unspecified) | x | -3.0 |

Other records.
item | NPR2 activator | HTRA1 inh | structure
37 | x | -6.3 | CCO[C@@H]1OC(C(=O)N2CCCCCCC2)=C[C@H](c2cn(C(C)=O)c3ccccc23)[C@H]1CCCO
38 | x | 2.0 | O=C(C1CCN(c2ccc(N3CCOCC3)nn2)CC1)N1CCN(c2ccc(F)cc2)CC1
39 | x | 32.2 | Cc1cc(C)cc(OCC(=O)Nc2ccc(N3CCCC3)cc2)c1
40 | x | 5.9 | COc1ccc(-n2ncc3c(NCC4CCCO4)ncnc32)cc1 (stereo unspecified)
41 | x | 81.5* | Cc1cc(N)ccc1N1CCCC1
42 | x | 4.1 | CCOc1ccc(CN(C)c2ccc(S(=O)(=O)N3CCN(C)CC3)cc2[N+](=O)[O-])cc1OC
43 | x | 0.1 | Fc1ccc2c(c1)C(c1ccc(N3CCOCC3)cc1)=NNC(c1cccs1)=N2
44 | x | -5.5 | CC(=O)c1ccc(NC(=O)C2CCCN(S(=O)(=O)c3cccc4nonc34)C2)cc1 (stereo unspecified)
45 | x | 22.7 | Cc1[nH][nH]c(=O)c1C(c1ccc(-c2cccc(Cl)c2)o1)c1c(C)[nH][nH]c1=O
46 | x | 3.5 | COc1ccc(/C=C/C2=NN(C)C(=O)CC2)cc1
47 | x | 1.1 | COc1ccc2[nH]c3c(NCCN4CCCCC4)ncnc3c2c1
48 | x | -9.2 | Cc1cccc(C2=NN(c3ccc(Br)cc3)[C@@H](C(=O)N3CCOC3=O)[C@@H]2c2ccccc2)c1
49 | x | 0.4 | CC1CCN(c2ccc(-c3ccc(NC(=O)C(F)(F)F)cc3)nn2)CC1
50 | x | -8.3 | CCCNc1c(NS(=O)(=O)c2ccc3c(c2)CCCC3)c(=O)oc2ccccc12
51 | x | 6.2 | CCOc1ncccc1C(=O)NCc1ccc(OC)cc1
52 | x | -13.4 | COc1cccc(NC(=O)c2ccnc(N3CCC(C(=O)NCc4cc(OC)ccc4OC)CC3)c2)c1
53 | 0.9 | x | C=C(C)[C@H]1CC=C(C(=O)O)CC1
54 | -0.2 | -6.7 | COc1cc(C(=O)NC(c2ccccc2)c2ccccc2)cc(Cl)c1OC
55 | 1.1 | 3.4 | CCOC(=O)N1CCC(Nc2c(NCCN3CCN(Cc4ccccc4)CC3)c(=O)c2=O)CC1
56 | -1.0 | -2.2 | CCOc1ccc(C2/C(=C(\O)c3c(C)[nH]c(C(=O)OC)c3C)C(=O)C(=O)N2CCN(C)C)cc1 (stereo unspecified)
57 | -5.5 | -0.1 | Cc1ccc(S(=O)(=O)Oc2ccc(C(c3c(C)[nH][nH]c3=O)c3c(C)[nH][nH]c3=O)cc2)cc1
58 | 3.8 | 1.3 | Cc1ccc(NC(=O)CCCCCC2NC(=O)NC2C)cc1 (stereo unspecified)
59 | 7.7 | -0.5 | COc1ccc(N2C(=O)C(CC(=O)Nc3ccccc3)N(Cc3ccc4c(c3)OCO4)C2=O)cc1 (stereo unspecified)
60 | 2.4 | 6.2 | O=C(NC1CCCC1)c1ccc(COCC(F)(F)C(F)F)o1
61 | 4.8 | 0.4 | CCOc1ccc(C(C)=O)cc1N1C(=O)C2C3C=CC(C3)C2C1=O (stereo unspecified)
62 | -0.8 | -2.5 | O=c1[nH]c2ccc(S(=O)(=O)N3CCN(Cc4ccccc4)CC3)cc2[nH]c1=O
63 | 0.4 | -1.9 | O=c1[nH]n(-c2ccccc2)c(=O)c(Cl)c1Cl
64 | -4.0 | -0.1 | Cc1ccc(Cn2ccc(NC(=O)c3cc(-c4cccc(Cl)c4)on3)n2)cc1
65 | -9.6 | 4.5 | CCOc1cccc(C(=O)N(Cc2ccc(F)cc2)C2CCS(=O)(=O)C2)c1 (stereo unspecified)
66 | -5.7 | -3.7 | CCOc1ccc(OCC)c(NC(=O)Cn2cccc2)c1
67 | 14.4 | 4.5 | CN1CCN(S(=O)(=O)c2ccc(NC(=O)Cc3cccs3)cc2)CC1
68 | -3.0 | 4.6 | COC(=O)NNC(=O)COc1ccc(Cl)cc1
69 | -2.9 | 6.8 | Cc1occc1C(=O)N/N=C/c1c[nH]c2ccccc12
70 | -2.5 | 1.6 | COc1cccc(-c2n[nH]c(=S)n2Cc2ccco2)c1OC
71 | 5.6 | -0.8 | COc1ccc(OC)c(NC(=O)Cn2cccc2)c1
72 | 15.4 | 9.2 | CCSc1ccccc1C(=O)n1nnc2ccccc21
73 | -1.8 | -0.7 | Cc1ccc(-n2c(SCC(=O)N3CCOCC3)nnc2-c2cccnc2)cc1
74 | -20.4 | 5.3 | Cn1c(C(=O)NCc2cccnc2)cc2sc(Cl)cc21
75 | -3.9 | 4.8 | O=C1CCCN1CCC1CCN(C(=O)Nc2ccccc2)CC1
76 | 6.7 | 1.6 | Nc1nc(CSc2ncn(-c3ccccc3)n2)cs1
77 | -2.8 | 2.3 | CCCN1C(=O)C2(/C(=C(\O)c3ccc4c(c3)OCCO4)C(=O)C(=O)N2CCCOC)c2ccccc21 (stereo unspecified)
78 | 2.7 | -3.3 | CCOC(=O)c1cc(CC)sc1NC(=O)c1ccc(N2CCOCC2)c([N+](=O)[O-])c1
79 | -5.1 | 0.2 | COc1ccccc1C(=O)NCCCn1cc(Br)c(C)n1
80 | -0.2 | 4.1 | CC(C)CCN1C(=O)CCC1(C)C(=O)NC1CCCCCC1 (stereo unspecified)
81 | -3.8 | -2.2 | Cc1ccc(Cn2ccc(NC(=O)c3cc(-c4ccc5c(c4)OCO5)on3)n2)cc1
82 | 7.4 | 5.6 | CCOC(=O)c1c(C)c(C(=O)NCC2CCCO2)c(C)n1CC (stereo unspecified)
83 | -3.6 | 5.4 | Nc1c(NCCCN2CCOCC2)c2ccccc2oc1=O
84 | -6.4 | 1.3 | Cc1nc2c(sc3nc4c(cc32)COC(C)(C)C4)c(=O)n1CC(=O)NCc1ccco1

Rewritten with values under each structure: five of the compounds above.
Fields: NPR2 activator, HTRA1 inh
49. CC1CCN(c2ccc(-c3ccc(NC(=O)C(F)(F)F)cc3)nn2)CC1
 : x, 0.4
50. CCCNc1c(NS(=O)(=O)c2ccc3c(c2)CCCC3)c(=O)oc2ccccc12
 : x, -8.3
51. CCOc1ncccc1C(=O)NCc1ccc(OC)cc1
 : x, 6.2
52. COc1cccc(NC(=O)c2ccnc(N3CCC(C(=O)NCc4cc(OC)ccc4OC)CC3)c2)c1
 : x, -13.4
53. C=C(C)[C@H]1CC=C(C(=O)O)CC1
 : 0.9, x

The listing continues:
item | NPR2 activator | HTRA1 inh | structure
85 | -15.8 | -17.6 | CCOc1ccccc1N(C(=O)c1snc(C(N)=O)c1N)C(C(=O)NCCC(C)C)c1ccco1 (stereo unspecified)
86 | 0.9 | 1.0 | COC(=O)c1cc(OC)c(OC)cc1NC(=O)CN1CCCCC1
87 | 2.5 | 6.9 | CC(Cl)C(=O)c1c(N)n(C)c(=O)n(C)c1=O (stereo unspecified)
88 | 4.5 | 4.4 | Cc1cc(C)cc(N2CCCn3c2nc2c3c(=O)n(CC(=O)OCc3ccccc3)c(=O)n2C)c1
89 | 0.3 | 3.7 | CCN1CCN(Cc2cccc(Oc3ccccc3)c2)CC1
90 | -8.0 | -3.9 | Cn1c(=O)c2cc(S(=O)(=O)NCCC(=O)NC3CCCCCCC3)ccc2n(C)c1=O
91 | 0.8 | -3.3 | Cc1ccc(S(=O)(=O)N(CC(=O)O)Cc2ccccc2)cc1
92 | -1.3 | -20.3 | CC(C)c1ccc(NC(=O)N2CCC(c3nc4ccccc4o3)CC2)cc1
93 | -2.7 | 1.9 | CCCCCn1c(N)c(-c2nc3ccccc3s2)c2c([N+](=O)[O-])nn(C)c(=O)c21
94 | -0.8 | 1.7 | CCCOc1ccc([C@@H]2C3CN(C(=O)OCC)CC=C3C(C#N)=C(N)C2(C#N)C#N)cc1OC (stereo partly specified)
95 | 0.6 | -1.5 | Cc1cccc(Oc2ccccc2N)c1
96 | -2.5 | 6.2 | CCSc1nnc(-c2ccccc2N)c(=O)[nH]1
97 | -1.7 | 1.8 | CCCCC(=O)Nc1ccc(C(=O)NNC(=O)c2ccccc2Br)cc1
98 | 1.3 | -22.6 | Cn1c(-c2c(N)n(CCCc3ccccc3)c3nc4ccccc4nc23)nc2ccccc21

Some of the compounds tested. The share of hits here may be higher or lower than overall.
